# K1F lysis inhibition – inhibition of K1F phage lysis, E. coli UTI89, bacterial capsule biogenesis inhibitors, alamar blue (AID 488966); E. coli UTI89 K1F phage lysis, alamar blue, 2 h; higher % means a stronger effect; inhibition, % at 100 µM; hits with a dose series show IC50 in µM; 340,000 tested, 0.02% active;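 active = phage lysis inhibition, versus mean bacterial control, above a set limit; inconclusive = no clear call, values can overlap the other calls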;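 note: capsule biogenesis inhibitors block K1F phage lysis so surviving cells raise fluorescence; higher fluorescence means more inhibition of phage lysis; actives were called in the ten point dose series up to 300 µM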
# Myeloid diff 2 – compounds promoting myeloid differentiation. ER-HoxA9 myeloid progenitors, lysozyme-GFP differentiation, flow cytometry. 360,000 tested, 1% active. calls only at 10 µM;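 active = normalized GFP-positive differentiation at or above the plate's own cutoff, the solvent-only control mean plus 3 SD; inconclusive = no clear call, values can overlap the other calls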;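 note: cells exposed to compound for four days before flow analysis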
# PMI inhibition – MPI inhibition at elevated mannose 6-phosphate – biochemical, fluorescence intensity, high mannose 6-phosphate, primary screen (AID 1220) | 190,000 tested, 0.66% active | inhibition, % at 20 µM; hits with a dose series show IC50 in µM | recombinant PMI enzyme, coupled fluorescence intensity; higher % means a stronger effect
# Lipid droplet – hepatic lipid droplet formation modulation; inhibition, % at 6.5 µM; AID 1656; 240,000 tested, 0.4% active; AML12 mouse hepatocytes, oleate lipid droplets, BODIPY imaging;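 active = lipid droplet intensity inhibited by at least 50%, with more than 500 cells counted; inconclusive = wells with under 300 cells, treated as cytotoxic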
#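 Assay system: AML12 hepatocytes (mouse) / Also added: 100 µM oleic acid challenge / Times: overnight treatment with compound plus oleate / Detection: high-content imaging of BODIPY-stained droplets and DAPI nuclei / Evaluation: % inhibition of lipid droplet signal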
# M1AAP inhibition – malaria alanyl aminopeptidase activity blockers – biochemical, fluorogenic H-Leu-NHMec substrate, 1536-well (AID 1445) | recombinant M1AAP, H-Leu-NHMec fluorogenic kinetic assay; higher % means a stronger effect | 220,000 tested, 0.42% active | one-dose inhibition, % at 30 µM; IC50 in µM for titrated hits;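 active = primary inhibition above the hit cutoff, then over 50% inhibition at one or more dose response concentrations, cut at about 23% in these data, passing the limit was not always enough; inconclusive = conflicting primary data, or primary hits not chosen for dose response; inactive = low primary inhibition, or under 50% at every dose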;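 note: plate controls were DMSO full reaction for no effect and no enzyme background for full effect; strong numbers were not always called active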
# TNAP activators – stimulation of alkaline phosphatase TNAP activity – biochemical, luminescent, no phosphate acceptor, uHTS, primary screen (AID 1001). activation fold at 20 µM, or EC50 in µM where a hit was titrated. 200,000 tested, 0.03% active. purified TNAP, luminescent activation assay, no phosphate acceptor; higher activation fold means a stronger effect; in the data active = activation fold from about 3, or a potency from the dose series; inactive = the rest, 99 in 100 with activation fold below about 1.6; note: many of its hits are not listed in these tables
# WT yeast gro inh – growth inhibition of WT yeast, mitochondrial fusion screen; mitochondrial fusion phenotypic screen, WT strain; inhibition, % at 10 µM; 190,000 tested, 2.1% active; AID 1362; in the data active = inhibition above about 58%; tested in S. cerevisiae
# CSM14.1 death rescue – protection against thapsigargin-triggered cell killing – 384-well, CSM14.1, ATP luminescence, primary screen (AID 1222) | CSM14.1 thapsigargin-induced death rescue, ATP luminescence; higher % means a stronger effect | one-dose cellular ATP content (survival), % at 20 µM; EC50 in µM for titrated hits | 190,000 tested, under 10 active;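 active = EC50 below 50 µM in the dose-response confirmation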;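 note: death triggered by thapsigargin at about 15 µM added after 2 h compound pretreatment; cell ATP read after overnight thapsigargin exposure of roughly 18 to 22 hours; normalized against plate controls of thapsigargin alone and 5% DMSO vehicle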
# human PMI inhibition – inhibitors of human PMI, primary screen, biochemical, fluorescence intensity, coupled assay (AID 1209). purified PMI enzyme, coupled fluorescence intensity; higher % means a stronger effect. inhibition, % at 20 µM; hits with a dose series show IC50 in µM. 190,000 tested, 0.42% active;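 note: plate controls were DMSO vehicle for no effect and wells lacking substrate for full effect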
# WT yeast gro inh mutant strain – recorded beside WT yeast gro inh, whose call it bears; inhibition, %; mitochondrial fusion phenotypic screen, mutant strain inhibition
# Lipid droplet cells 6.5 µM – also measured in Lipid droplet; calls as there; cell count; measured here: cell count, cytotoxicity flag;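 cells counted across two imaged fields per well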
# Myeloid diff 2 GFP+ MAC1+ % – also measured in Myeloid diff 2; calls as there; GFP+ MAC1+ double positive, %; measured here: differentiation confirmed by MAC1 staining
# * = called active by the depositor; i = inactive; ? = inconclusive; . = not tested or not shown; + = active, no number; [ ] = dose if it differs, or a comment. Cut-off read from the data, not from the text of the source, unless noted: active = inhibition above about 50%; inactive = the rest.
SMILES,K1F lysis inhibition,Myeloid diff 2,Myeloid diff 2 GFP+ MAC1+ %,PMI inhibition,Lipid droplet,Lipid droplet cells 6.5 µM,M1AAP inhibition,TNAP activators,WT yeast gro inh,WT yeast gro inh mutant strain,CSM14.1 death rescue,human PMI inhibition
CCOC(=O)CN1N=C(/C=C/c2ccc(C)cc2)CCC1=O,0.1%,i,1.0,4%,.,.,3%,1.1,1,-10,2.2%,0%
COC(=O)Cc1ccc(NC(=S)NC2CC2)cc1,0.8%,+,1.3*,.,-11,711,5%,.,.,.,.,.
CN(CC(=O)O/N=C(\N)c1ccc([N+](=O)[O-])cc1)S(=O)(=O)c1ccccc1,-3.2%,i,4.9,-2%,16,765,-8%,1.1,12,8,-0.8%,1%
O=C(/C=C/c1cccc([N+](=O)[O-])c1)N1CCN(C(=O)c2ccco2)CC1,1.8%[50 µM],i,2.0,2%,9,710,23%,1.1,8,-8,-1.3%,-11%
C=CCN1C(=O)CSc2ccc(C(=O)OCC)cc21,4.2%,i,5.4,5%,.,.,3%,1.1,-12,-2,-1.3%,10%
Cn1c(NCc2ccco2)nc2c1c(=O)n(Cc1ccc(Cl)c(Cl)c1)c(=O)n2C,0.9%,i,0.8,19%,.,.,7%,1,16,15,0.8%,15%
O=C(Nc1cccc(S(=O)(=O)N2CCCCC2)c1)c1ccc(S(=O)(=O)C(F)F)cc1,0.2%,i,0.7,13%,1,673,9%,1,-7,5,-0.9%,10%
CC(OC(=O)C1CC=CCC1C(N)=O)C(Cl)=C(Cl)Cl (stereo unspecified),0.3%,i,0.5,12%,1,741,6%,1.1,-6,7,-1.1%,12%
CC(CCc1ccccc1)NC(=O)/C=C/c1ccc(Cl)cc1 (stereo unspecified),2.4%[50 µM],i,0.1,6%,-20,719,-3%,1,36,14,-1.8%,6%
Cc1sc2nc[nH]c(=S)c2c1-c1ccccc1,0.3%,i,0.6,-12%,14,731,1%,2,39,48,2.2%,0%
CCC(C)[C@H](NC(=O)NCc1ccccc1)C(=O)O (stereo partly specified),-3.0%,i,10,7%,.,.,0%,1,-15,-3,0.1%,4%
C=CCn1c(-c2cc3cccc(OC)c3o2)n[nH]c1=S,0.0%,i,0.1,-11%,23,719,11%,0.9,17,-18,-0.8%,-8%
Cc1[nH]ccc(=O)c1OCc1ccc(Cl)cc1,0.4%,i,0.9,9%,26,621,2%,1.1,-13,13,-0.9%,6%
COC(=O)c1cc(NC(=O)c2ccc(Cn3cc(Cl)cn3)o2)cc(C(=O)OC)c1,-1.9%,i,0.3,18%,-12,643,4%,1,3,14,-0.5%,21%
O=C1CC(c2ccc3c(c2)OCO3)c2cc3c(cc2N1)OCO3 (stereo unspecified),0.2%,i,0.6,6%,8,754,1%,1.1,-10,67,4.3%,13%
O=C1CNC(=S)N1Cc1ccccc1,9.8%,i,0.3,7%,3,688,-1%,1.2,-12,12,-0.5%,5%
Cc1ccc(Cn2c(=N)n(CC(=O)c3ccccc3)c3ccccc32)cc1,0.3%,i,0.0,-15%,0,550,7%,1,50,-3,-4.0%,-6%
Cc1nnc(NC(=O)/C=C/c2ccco2)s1,-3.9%,i,0.4,-2%,-3,677,8%,1,-7,3,-7.4%,-12%
CCC(=O)Nc1cc(ON=C(C)C)cc([N+](=O)[O-])c1,1.9%,i,0.4,13%,-18,656,0%,1.1,17,4,3.6%,0%
COc1ccc(CN2CCN(S(=O)(=O)c3ccc(NC(C)=O)cc3)CC2)c(OC)c1OC,-2.4%,+,0.4*,-2%,-19,694,3%,1.1,-5,-8,-1.8%,3%
Clc1ccc(-n2cnnn2)cc1,-0.3%,i,4.1,1%,13,719,5%,1.1,13,3,-3.3%,7%
CCCCC1(C)Cc2ccccc2C(=S)N1 (stereo unspecified),0.1%,i,0.5,-2%,.,.,-5%,1,39,11,-0.4%,-4%
COc1ccc(C(CC(=O)N2CCCC(C)C2)c2c(OC)cc(OC)c3ccc(=O)oc23)cc1 (stereo unspecified),-2.0%,i,1.1,.,-27,653,19%,.,.,.,.,.
CCN(Cc1ccccc1)C(=O)CS(=O)(=O)c1ccccc1,0.0%,i,0.7,7%,10,684,-1%,1.1,-7,-21,-1.6%,9%
CC(Nc1ccccc1)C(=O)Nc1ccc(F)cc1 (stereo unspecified),-0.2%,i,0.6,-11%,7,777,6%,1.2,-2,-5,-0.3%,-7%

# The last 2 entries of the section before are carried over, then new ones follow.
SMILES,K1F lysis inhibition,Myeloid diff 2,Myeloid diff 2 GFP+ MAC1+ %,PMI inhibition,Lipid droplet,Lipid droplet cells 6.5 µM,M1AAP inhibition,TNAP activators,WT yeast gro inh,WT yeast gro inh mutant strain,CSM14.1 death rescue,human PMI inhibition
CCN(Cc1ccccc1)C(=O)CS(=O)(=O)c1ccccc1,0.0%,i,0.7,7%,10,684,-1%,1.1,-7,-21,-1.6%,9%
CC(Nc1ccccc1)C(=O)Nc1ccc(F)cc1 (stereo unspecified),-0.2%,i,0.6,-11%,7,777,6%,1.2,-2,-5,-0.3%,-7%
CC(=C/C(=O)O)/C=C/c1ccco1,-9.3%,i,1.2,-16%,6,749,10%,1.1,-1,-17,5.6%,-21%
O=C(c1ccc(F)cc1)C1CCN(Cc2cn[nH]c2-c2ccccc2)CC1,0.4%,i,0.7,.,-2,669,4%,.,.,.,.,.
COC(=O)CN1C(=O)C(O)(CC(=O)c2cccc(Br)c2)c2ccccc21 (stereo unspecified),4.8%,i,3.3,6%,.,.,8%,1.2,2,2,-0.4%,-1%
O=C(COc1ccccc1)OCc1csc(Nc2ccccc2)n1,0.2%,i,0.2,22%,4,633,2%,1.1,29,27,-1.5%,19%
CCN1C(=O)CC(N2CCN(c3ccc(C(=O)c4ccccc4)cc3)CC2)C1=O (stereo unspecified),0.1%,i,0.7,-7%,-4,702,14%,1,12,4,-2.6%,-10%
Cc1cc([N+](=O)[O-])nn1Cn1nc([N+](=O)[O-])cc1C,-0.3%,i,0.0,21%,-11,656,4%,1.1,11,15,-0.4%,8%
CCc1c(C(=O)NCCc2ccc(OC)c(OC)c2)[nH]c(C)c1C(C)=O,0.1%,i,1.3,8%,0,660,7%,1.1,4,11,.,2%
COC(=O)c1ccc(NC(=O)c2ccccc2-c2ccccc2C(=O)O)cc1,0.3%,i,0.2,1%,.,.,0%,1,6,3,-1.1%,-11%
CCC(C)/C(C)=N/NC(=O)CSc1nc2ccccc2[nH]1 (stereo unspecified),0.2%,i,0.1,7%,-1,701,5%,1.4,-19,10,-1.0%,8%
CC(C)(C)c1cc(NC(=O)c2ccc(OC3CCCC3)cc2)no1,0.4%,i,0.3,-1%,-48,720,3%,1.1,13,-1,-0.9%,-7%
O=C(NC(=S)Nc1cccc2ncccc12)c1cccs1,0.1%,i,0.6,67%*,4,627,8%,1,1,9,-0.9%,34%
CC12CN3CC(C)(CN(C1)C3c1ccccc1Cl)C2O (stereo unspecified),-0.1%,i,0.6,-5%,-41,729,6%,1.1,-13,-1,0.5%,-11%
CCc1ccc2oc(C(=O)NCc3ccncc3)c(C)c2c1,-0.1%,i,1.0,26%,-8,717,-1%,1,30,4,0.9%,13%
O=C(Cc1cccs1)Nc1nnc(C2CC2)s1,0.0%,i,0.6,6%,5,682,-3%,1.1,-24,2,1.7%,-12%
c1csc(C(c2nnnn2C2CCCC2)N2CCCC3(CCCCC3)C2)c1 (stereo unspecified),2.8%,i,1.0,-6%,-7,774,4%,1,70*,2.6*,-0.7%,2%
CC1(C)N=C(c2cccc(F)c2)C(=O)N1,-1.7%,i,14,4%,.,.,3%,1.1,18,19,-0.7%,4%
CCC(CO)NC(=O)c1cc2c(s1)CCC2 (stereo unspecified),3.4%,i,0.6,-8%,14,797,-7%,1.3,5,-1,-0.3%,-6%
COC(=O)C1=C(C(=O)OC)C(c2cc(Br)ccc2O)c2sc(=O)[nH]c2S1 (stereo unspecified),-3.9%,i,1.4,34%,-2,661,?,1.1,19,13,0.3%,17%
O=C(Nc1nc2c(Br)cc(Br)cc2c(=O)s1)C1CCC1,0.2%,i,0.3,.,34,721,7%,.,.,.,.,.
Cc1[nH]c2ccccc2c1/C=C/C(=O)c1ccccc1,0.2%,+,1.7*,4%,30,693,6%,1,15,12,-2.0%,2%
CCCn1c(=S)[nH]c2cc(C(=O)N3CCN(c4ccccc4OC)CC3)ccc2c1=O,1.4%,.,.,-1%,14,710,0%,1.1,-4,15,1.0%,0%
CC(NC(=O)c1ccc(F)cc1)c1ccccc1 (stereo unspecified),-0.2%,i,0.7,-6%,.,.,-2%,1.1,2,10,-1.0%,1%
CC(C)(C)c1ccc(S(=O)(=O)N2CCC(c3nc4ccc(Cl)cc4[nH]3)CC2)cc1,0.8%,.,.,15%,2,720,-4%,1.1,69*,32*,6.2%,16%
O=C1C=CC(=O)N1c1ccc(OC(F)F)cc1,-4.8%[50 µM],i,0.6,-66%,12,717,1%,1.1,42,4,-3.5%,-33%

# Reprinted at random: four records from the list
SMILES,K1F lysis inhibition,Myeloid diff 2,Myeloid diff 2 GFP+ MAC1+ %,PMI inhibition,Lipid droplet,Lipid droplet cells 6.5 µM,M1AAP inhibition,TNAP activators,WT yeast gro inh,WT yeast gro inh mutant strain,CSM14.1 death rescue,human PMI inhibition
CC(=C/C(=O)O)/C=C/c1ccco1,-9.3%,i,1.2,-16%,6,749,10%,1.1,-1,-17,5.6%,-21%
CC1(C)N=C(c2cccc(F)c2)C(=O)N1,-1.7%,i,14,4%,.,.,3%,1.1,18,19,-0.7%,4%
CC(C)(C)c1cc(NC(=O)c2ccc(OC3CCCC3)cc2)no1,0.4%,i,0.3,-1%,-48,720,3%,1.1,13,-1,-0.9%,-7%
c1csc(C(c2nnnn2C2CCCC2)N2CCCC3(CCCCC3)C2)c1 (stereo unspecified),2.8%,i,1.0,-6%,-7,774,4%,1,70*,2.6*,-0.7%,2%

# Assay outcomes (PubChem)
